# CRFBP-R2 agonist: agonists of CRF-BP/CRF-R2 complex, primary screen, cell-based, HEK293, calcium dye fluorescence, uHTS | calcium dye fluorescence (FLIPR); percent of saturating CRF peptide response | AID 588473, 2011 | actives 0.46% (n = 350,000) | activation, % at 13.2 µM;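 active = activation of at least 50%, plus an integration ratio under a set limit after plate pattern correction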;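 note: plate controls were neutral control wells without compound for no effect and CRF at EC100 for full effect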
# CHRM5 antagonist: human M5 muscarinic receptor antagonists, primary screen, CHO cells, Fluo-8 calcium fluorescence | inhibition, % at 3 µM | Muscarinic acetylcholine receptor M5 (Homo sapiens), P08912 | CHO-hM5 cells, ACh EC80 | AID 624040, 2012 | actives 0.59% (n = 360,000);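 active = inhibition above a per-plate cutoff, the mean of that plate's test compounds plus 3 SD, cut at about 27% in these data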;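 note: 0% = acetylcholine EC80 with DMSO and 100% = DMSO without agonist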
# Target sequence (P08912 whole entry, looked up): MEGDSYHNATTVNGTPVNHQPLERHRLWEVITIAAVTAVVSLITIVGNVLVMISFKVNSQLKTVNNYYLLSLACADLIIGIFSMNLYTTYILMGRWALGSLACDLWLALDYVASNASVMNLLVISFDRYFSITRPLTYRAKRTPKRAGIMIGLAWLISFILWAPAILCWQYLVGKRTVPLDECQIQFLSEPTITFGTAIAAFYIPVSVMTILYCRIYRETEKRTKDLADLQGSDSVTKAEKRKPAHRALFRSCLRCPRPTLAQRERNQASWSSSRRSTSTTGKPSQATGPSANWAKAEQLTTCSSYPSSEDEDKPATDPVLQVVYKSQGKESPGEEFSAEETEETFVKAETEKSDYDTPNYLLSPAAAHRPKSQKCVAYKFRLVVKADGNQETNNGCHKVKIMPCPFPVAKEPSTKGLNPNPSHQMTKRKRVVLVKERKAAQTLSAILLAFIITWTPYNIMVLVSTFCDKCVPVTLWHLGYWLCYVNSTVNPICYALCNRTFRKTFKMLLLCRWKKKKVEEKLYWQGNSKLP
# CHRM5 agonist: human M5 muscarinic receptor agonists, primary screen, CHO-K1 cells, Fluo-8 calcium fluorescence; actives 0.19% (n = 360,000); AID 624037, 2012; CHO-K1 hM5 cells; 0% DMSO wells, 100% maximal acetylcholine response; activation, % at 3 µM;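 active = activation above the run's mean over test compounds plus 3 SD, cut at about 23% in these data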;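 note: signal is peak over basal fluorescence ratio across the kinetic read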
# M5 PAM: human M5 muscarinic receptor positive allosteric modulators, primary screen, CHO-K1 cells, Fluo-8 calcium fluorescence; Muscarinic acetylcholine receptor M5 (Homo sapiens), P08912; CHO-K1 hM5, ACh EC20 PAM; 0% = ACh EC20, 100% = ACh EC100; activation, % at 3 µM; actives 0.3% (n = 360,000);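 active = activation above the run cutoff, the mean activation of all test compounds plus 3 SD, cut at about 18% in these data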
#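 system = human M5 receptor in CHO-K1 cells | compound = one concentration, 3 µM final (nominal) | schedule = Post-acetylcholine fluorescence recording 140 s | signal = Fluo-8 calcium dye fluorescence, kinetic read | benchmarks = low control EC20 acetylcholine (0%), high control EC100 acetylcholine (100%) | repeats = singlicate, one well per test compound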
# CHRM4 PAM: human M4 muscarinic receptor positive allosteric modulators, primary screen, CHO-K1 cells, Fluo-8 calcium fluorescence | Muscarinic acetylcholine receptor M4 (Homo sapiens), P08173 | CHO-K1 hM4/Gqi5, ACh EC20; 0% = ACh EC20, 100% = maximal ACh | activation, % at 3 µM | actives 0.4% (n = 360,000);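 active = activation above its plate's cutoff, the mean activation of sample wells plus 3 SD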; note: some results filed as inactive read as strong as hits
# Target sequence (P08173 whole entry, looked up): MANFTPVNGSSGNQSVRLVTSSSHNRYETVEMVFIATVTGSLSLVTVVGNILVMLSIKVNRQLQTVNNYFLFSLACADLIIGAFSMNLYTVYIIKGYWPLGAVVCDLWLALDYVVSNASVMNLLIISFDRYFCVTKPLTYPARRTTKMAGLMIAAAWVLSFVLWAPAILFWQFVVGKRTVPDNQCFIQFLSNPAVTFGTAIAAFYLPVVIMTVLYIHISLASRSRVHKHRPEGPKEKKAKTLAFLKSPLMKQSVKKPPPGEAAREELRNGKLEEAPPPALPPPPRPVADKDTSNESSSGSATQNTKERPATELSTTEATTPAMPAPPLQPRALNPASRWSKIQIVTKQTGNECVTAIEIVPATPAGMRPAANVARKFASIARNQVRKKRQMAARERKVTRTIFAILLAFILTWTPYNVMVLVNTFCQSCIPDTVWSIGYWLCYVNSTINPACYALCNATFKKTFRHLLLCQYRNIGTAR
# CRFR2-BP antag: antagonists of CRF-BP/CRF-R2 complex, primary screen, cell-based, HEK293, calcium dye fluorescence, uHTS; CRF-induced calcium fluorescence; inhibition, % at 11.8 µM; actives 0.59% (n = 350,000);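 active = inhibition of the ligand-induced calcium signal above about 50% at the single tested concentration, limit read from the data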
# CHO-K1 Ca PAM: nonselective calcium activators in parental CHO-K1 cells, primary screen, counter-screen for M1 PAM project, cell-based, Fluo-8 calcium fluorescence, full deck, 1536-well | ATP EC20; 0% at ATP EC20, 100% at ATP max | activation, % at 3 µM | actives 0.02% (n = 360,000) | AID 602247, 2012;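 active = activation above the run cutoff, the mean activation of all test compounds plus 3 SD, cut at about 40% in these data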;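 note: peak over basal fluorescence ratio in a 140 s read after ATP addition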
# TAAR1 antag: human TAAR1 antagonists, primary screen, Fluo-8 calcium fluorescence, CHO RD-HGA16 cells | inhibition, % at 3 µM | Trace amine-associated receptor 1 (Homo sapiens), Q96RJ0 | actives 1.5% (n = 360,000) | antagonist;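 active = inhibition above a per-plate cutoff, the mean inhibition of test compounds on that plate plus 3 SD, cut at about 49% in these data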;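 note: 0% = DMSO plus EC80 beta-PEA response and 100% = DMSO alone without agonist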
#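 Test system: hTAAR1-expressing CHO RD-HGA16 cells, Gα16-coupled; Probe or stimulus: EC80 β-phenethylamine stimulus; Compound dosing: single nominal final test compound concentration of 3 µM; Timing: 140 s kinetic read after compound, 140 s after agonist; Signal: Fluo-8 calcium-sensitive fluorescence; Measure: % inhibition of agonist calcium response; Controls: DMSO and EC80 PEA controls.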
# TAAR1 agonist: human TAAR1 agonists, primary screen, Fluo-8 calcium fluorescence, CHO RD-HGA16 cells | activation, % at 3 µM | vehicle wells 0%, saturating PEA agonist 100% | actives 0.99% (n = 360,000) | Trace amine-associated receptor 1 (Homo sapiens), Q96RJ0;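 active = activation above the mean activation of all test compounds in the run plus 3 SD, cut at about 38% in these data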
#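 Signal – calcium-sensitive Fluo-8 signal, excitation 470-495, emission 515-575 nm · System – RD-HGA16 (CHO) cells co-expressing Gα16 and hTAAR1 · Incubation – 17-24 h seeding, 75 min 37 °C dye, 30 min RT · Compound dosing – 3 µM single concentration · Repeats – no replicates (n 1)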
# Starred values were filed as active, the others as inactive; . = no result given.
SMILES,CRFBP-R2 agonist,CHRM5 antagonist,CHRM5 agonist,M5 PAM,CHRM4 PAM,CRFR2-BP antag,CHO-K1 Ca PAM,TAAR1 antag,TAAR1 agonist
Cc1[nH]c2ccccc2c1C(=O)COC(=O)CCS(=O)(=O)c1ccccc1Cl,-1.2,9,1,-11,-11,2,-1,25,9
CN(Cc1ccccc1)C(=O)c1cccc(NC(=O)Cc2cccc(NC(=O)C3CCN(C(=O)c4ccccc4)CC3)c2)c1,1.8,-4,-2,1,-4,14,15,-4,1
Cc1csc2nc(CCNS(=O)(=O)c3ccc4c(c3)OCCO4)cn12,-0.7,2,2,-4,-1,38,10,9,0
CCOC(=O)C1=CCN(Cc2ccccc2)CC1,-0.8,3,-5,3,-6,-3,5,-7,0
O=C(NCc1ccc(Cl)cc1)C1CCCCN1S(=O)(=O)c1ccccc1 (stereo not drawn),-1.4,12,-3,-4,-1,-18,-2,1,0
CCc1cc(C(=O)OC)c(NC(=O)CC2SC(N)=NC2=O)s1 (stereo not drawn),0.2,-2,0,1,15,-3,-8,8,1
Fc1ccc(OCc2cc(-c3ccccc3)no2)cc1,7.9,2,-4,3,0,-19,13,16,6
CC(=O)Nc1ccc(S(=O)(=O)N2CCN(Cc3nc4sc(C)c(C)c4c(=O)[nH]3)CC2)cc1,-0.5,12,1,-7,-2,-3,25,-39,3
CCCN(CC1CC1)C(=O)COC(=O)c1[nH]c(C)c(C(=O)OCC)c1C,0.1,2,0,-2,2,4,0,-3,5
CC1CC(C)CN(CC(=O)Nc2ccc(S(N)(=O)=O)cc2)C1 (stereo not drawn),2.2,8,-2,-1,1,-43,17,-4,1
CC(=O)C1=C(C)NC(=S)NC1c1cc([N+](=O)[O-])ccc1O (stereo not drawn),-2.7,-1,2,3,12,100*,0,-10,0
NC(=O)c1ccc(NC(=O)COC(=O)CCC2CCCC2)cc1,-0.8,14,7,-8,0,4,10,-7,3
CCn1c(O)c(N=NC(=O)Cn2ccc(C(F)(F)F)n2)c2ccccc21,-1.9,0,-2,-2,3,-37,11,6,5
COc1cccc(C=Nc2cc(C(C)C)c(O)cc2C)c1O,2.0,10,3,10,4,-17,-7,-21,1
CC(=O)Nc1ccc(C(=O)NNC(=O)c2csc(N3CCOCC3)n2)cc1,0.8,7,-1,-2,6,-1,12,-20,1
C/C=C/C=N/Nc1nc(C)cc(=O)[nH]1,3.0,-15,-1,-2,3,-6,22,-9,1
CCCCCCn1c(Br)nc2c1c(=O)n(C)c(=O)n2C,-0.7,12,1,-15,-4,-10,-7,6,4
O=C(CCN=C1NS(=O)(=O)c2ccccc21)Nc1ccc(Cl)cc1F,0.9,-6,0,3,15,-9,24,-3,9
CCOc1ccccc1NS(=O)(=O)c1cn(C)nc1C,-0.5,16,-1,-10,6,-1,0,-10,9
CC(C)c1ccc(Nc2nnc(SCC(=O)c3nnc(-c4ccccc4)o3)s2)cc1,5.9,3,-3,-3,5,-24,21,-15,-1
CC(OC(=O)c1ccncc1)C(=O)Nc1cc(S(=O)(=O)N2CCCCC2)ccc1Cl (stereo not drawn),-3.5,6,1,-7,-5,-2,-12,9,6
COc1ccc(CNC(=O)c2ccc(NS(=O)(=O)c3c(C)noc3C)cc2)cc1,-3.0,-9,-6,10,14,25,17,-5,3
Cn1cc(Cl)c(C(=O)Nc2nc3ccc(Cl)cc3s2)n1,1.2,-3,2,5,13,-1,15,19,0
Cc1cccc(NC(=O)/C(C#N)=C/c2cn(CC(=O)NCc3ccco3)c3ccccc23)c1C,1.1,3,0,3,-1,-4,8,18,6
CCCCN(C(=O)c1ccc(N2CCCC2=O)cc1)c1c(N)n(Cc2ccccc2)c(=O)[nH]c1=O,1.6,2,3,1,1,-10,6,-24,2
N/C(CN1CCSCC1)=N\OCc1c(F)cccc1Cl,-0.4,14,-4,-4,-3,-13,12,3,1
CC(=O)NC(Cc1c[nH]c2ccccc12)C(=O)O (stereo not drawn),0.7,4,0,1,6,-3,-15,-11,2
CCOC(=O)c1c(-c2cccc(C)c2)csc1NC(=O)c1c(-c2ccccc2)noc1C,2.3,7,1,-5,-6,4,-5,20,1
CC(Sc1nc2cc(Cl)ccc2s1)C(=O)Nc1cccc(S(=O)(=O)N2CCOCC2)c1 (stereo not drawn),2.1,17,3,-13,-12,-7,17,30,4
CSc1nc(Cl)cc(Nc2ccccc2N)n1,-0.2,1,-4,3,5,-17,-11,17,6
Cc1cc(C)cc(N(CC(=O)N2CCOCC2)S(=O)(=O)c2ccccc2)c1,3.8,-3,-1,-6,0,-14,9,-8,5
O=S(=O)(NC1CC1)c1ccc(S(=O)(=O)N(Cc2ccccn2)C2CC2)cc1,0.8,-1,0,5,10,4,0,13,1
CCOC(=O)CNC(=O)CSc1nnc(Cn2cnc3ccccc32)n1C,-0.1,-2,-6,10,2,24,5,4,6
CC(C)c1cccc(C(C)C)c1NC(=O)CNCC(O)c1ccccc1 (stereo not drawn),-1.4,11,4,-12,-9,-14,11,15,5
CC1(C)CC(=O)/C(=C(/O)Cc2ccccc2)C(=NCCc2ccccc2)C1,0.5,1,-3,-2,-1,14,12,-3,56*
COc1cccc(NC(=O)C2CCN(S(=O)(=O)c3ccc4c(c3)N(C(C)=O)CCO4)CC2)c1,-0.4,11,-1,-2,2,-20,18,12,1
Cc1ccc(C)c(NC(=O)CCc2nnc3ccc(N4CCCCC4)nn23)c1,-1.6,3,-2,-5,1,24,5,-20,8
Cc1ccc(S(=O)(=O)C(C#N)=C2N(C)c3ccccc3N2C)cc1,1.5,8,-1,0,6,23,7,-30,2
CN1C(=O)NC(NS(=O)(=O)c2ccc(N)cc2)(C(F)(F)F)C1=O (stereo not drawn),-0.5,13,-1,-3,2,-17,29,13,6
CCCCCn1nnnc1-c1nc2cc(C)c(C)cc2[nH]c1=O,.,3,2,-3,4,.,22,0,-2
CCO[C@H]1OC(C(=O)NC2CC2)=C[C@@H](C2CC2)[C@@H]1CCCO,-0.8,4,1,6,10,-5,25,18,7
COC(=O)c1ccc(CSc2nc3c(c(=O)n2-c2ccc(C)cc2)SCC3)o1,0.0,-2,-5,-5,-4,45,17,-35,-1
CC(C)NC(=O)CN1CCN(Cc2nc(-c3cccs3)no2)CC1,0.9,7,-3,4,-3,-1,10,-23,4
COc1ccc2ccc(OC)c(/C=N/NC(=O)c3cc4ccccc4o3)c2c1,1.9,3,-1,-3,3,16,16,12,-1
C[C@H]1CN([C@@H](C)CO)C(=O)CCCn2nncc2CO[C@H]1CN(C)C(=O)C1CC1,-0.3,3,0,-3,2,5,-4,-23,7
CCOC(=O)NC(=O)/C(C#N)=N\Nc1cccc(Cl)c1,11,23,3,-14,-4,5,17,-10,1
Cn1c(N)c(C(=O)COC(=O)/C=C/c2ccccc2Cl)c(=O)n(C)c1=O,0.6,0,3,8,5,-18,18,-17,8
COc1ccc(OC)c(C2=NOC(C(=O)Nc3cccc(C(C)=O)c3)C2)c1 (stereo not drawn),-5.2,-5,3,-11,2,23,7,3,9
Cc1ccc(COC(=O)c2ccc3c(c2)C(=O)N(CCCN2CCOCC2)C3=O)cc1,3.1,0,-1,0,-1,-22,7,-5,4
O=C(CNC(=O)c1ccc(Br)o1)NC12CC3CC(CC(C3)C1)C2,0.7,18,-2,0,5,-8,-1,-15,2

# In another format: 4 of the compounds above
smiles	CRFBP-R2 agonist	CHRM5 antagonist	CHRM5 agonist	M5 PAM	CHRM4 PAM	CRFR2-BP antag	CHO-K1 Ca PAM	TAAR1 antag	TAAR1 agonist
COc1ccc2ccc(OC)c(/C=N/NC(=O)c3cc4ccccc4o3)c2c1	1.9	3	-1	-3	3	16	16	12	-1
CCOC(=O)NC(=O)/C(C#N)=N\Nc1cccc(Cl)c1	11	23	3	-14	-4	5	17	-10	1
COc1ccc(OC)c(C2=NOC(C(=O)Nc3cccc(C(C)=O)c3)C2)c1 (stereo not drawn)	-5.2	-5	3	-11	2	23	7	3	9
C/C=C/C=N/Nc1nc(C)cc(=O)[nH]1	3.0	-15	-1	-2	3	-6	22	-9	1

# (list continues)
SMILES,CRFBP-R2 agonist,CHRM5 antagonist,CHRM5 agonist,M5 PAM,CHRM4 PAM,CRFR2-BP antag,CHO-K1 Ca PAM,TAAR1 antag,TAAR1 agonist
CCc1ccc(NC(=O)c2cc3c(C)nc4ccccc4c3o2)cc1,1.8,-5,-6,1,8,-12,15,-5,3
COc1ccc(S(=O)(=O)NCC(c2ccco2)N2CCc3ccccc32)cc1 (stereo not drawn),-0.5,-6,-4,-3,-4,14,-4,-7,3
CCOc1ccc(CCNC(=O)CCn2cccc2)cc1OCC,-0.7,-2,1,2,5,-1,16,-25,-3
CN(C)CCCN(C(=O)c1ccc2c(c1)OCCO2)c1nc2ccc(Cl)cc2s1,.,9,-7,-27,14,.,12,34,15
OCCNc1nc(Nc2ccccc2O)nc(N2CCCC2)n1,-0.2,2,2,6,3,0,8,4,11
C=CCn1c(SCC(=O)NC2CCCCC2)nnc1-c1ccccn1,-1.0,12,-5,-8,-1,-1,9,-9,0
CCCCn1c(N)c(N(CC(C)C)C(=O)c2ccc(F)c(S(=O)(=O)N3CCOCC3)c2)c(=O)[nH]c1=O,-0.6,-2,0,-2,-1,9,-19,-5,0
Cn1cnnc1SCc1ccccc1[N+](=O)[O-],-0.4,-4,-11,0,0,-16,13,-10,2
COc1ccccc1CNC(=O)Cn1cnnn1,3.7,3,0,-2,-2,4,4,-5,0
O=C(Nc1nccs1)C1CCCN1S(=O)(=O)c1cccc2cccnc12 (stereo not drawn),-0.1,-3,1,-4,-1,5,15,1,0
COc1ccc(NS(=O)(=O)c2cccc(C(=O)N/N=C/c3ccc4c(c3)OCCO4)c2)cc1,-0.5,11,-1,-6,-1,9,-6,-2,5
Cc1nn(Cc2c(Cl)cccc2Cl)c(C)c1NC(=O)Cn1nc([N+](=O)[O-])c(Cl)c1C,-1.1,9,-1,-6,3,15,6,-13,12
COc1ccc(CCNC(=O)CN2C(=O)c3cccc4cccc(c34)C2=O)cc1OC,1.1,6,-3,-4,3,10,-3,-14,6
C/C(=C\c1ccccc1)C(=O)NCCCn1ccnc1,-1.5,-3,-2,-4,-1,-5,8,-23,2
COc1ccc(C(C)(NC(C)=O)c2nc(/C=C/c3ccccc3)cs2)cc1 (stereo not drawn),.,7,0,-7,0,.,-11,0,2
